High-throughput results (PubChem BioAssay)
Coupling enz: qHTS Assay for Inhibitors of Fructose-1,6-bisphosphate Aldolase from Giardia Lamblia: Coupling assay counterscreen; coupling enzyme system counterscreen, AmpLite Red fluorescence; activity change, negative = inhibition, % at 58.2 µM, hits read low; hit rate 0.67% among 290,000; AID 2472, 2010; in the data active = activity change below about -30%; note: % is set by controls: 0 for no effect and ±100 for the full control effect
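First, compound is pin-transferred into glyceraldehyde-3-phosphate coupling-enzyme reagent at 57.5 uM final and held 10 min at RT. Next, substrate, coupling system and AmpLite Red are added. After 20 min RT, fluorescence (525/598 nm) is read.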
Tb PFK inh: qHTS Assay to Find Inhibitors of T. brucei phosphofructokinase; ATP-dependent 6-phosphofructokinase (Trypanosoma brucei brucei), O15648; T. brucei PFK, ADP-Glo luminescence; Potency, µM (doses to about 57.5 µM), for inactives: at the highest dose activity, negative = inhibition, actives largely listed as inhibitors; hit rate 0.17% among 330,000; AID 485367, 2010;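 note: potency is the fitted concentration of half-maximal effect; 0% = uninhibited 1x PFK enzyme wells and -100% = no-enzyme wells; nearly all actives have a fitted effect of over 60% in size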
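PFK 1.25 nM, F6P 0.5 mM, ATP 0.1 mM, 0.1 M TEA pH 8.0, 5 mM MgCl2, 0.01% Tween20, 0.1% BSA; 45 min RT. ADP-Glo readout. qHTS titration up to 57 uM; curves fitted, compounds curve-classed.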
NPC1 prom act: qHTS Assay for NPC1 Promoter Activators; Huh7 NPC1 promoter luciferase reporter, 24 h; Potency, µM (titrated, usually from 9.22 µM), for inactives: at the highest dose activation, usual class: activators; hit rate 2.4% among 320,000;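 note: potency is the fitted concentration of half-maximal effect; % of control where 0% means no effect; nearly all actives have a fitted effect of over 60% in size; reporter is driven by a mutant NPC1 promoter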
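Luciferase expression driven by the NPC1 promoter was measured in stably transfected Huh7 cells after a 24 h compound incubation, using a luciferase reagent and a luminescence read.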
uPA generation: qHTS for Inhibitors of Cell Surface uPA Generation | Potency, µM (highest dose often 38.3 µM), for the others: at the highest dose activity change, negative = inhibition, usual class: inhibitors | AID 540303, 2011 | cell surface uPA generation assay, qHTS | hit rate 0.31% among 330,000; active = well fitted inhibition curve with a large enough effect; inconclusive = small, poorly fitted or top-dose-only effect; inactive = no such curve, though single readings can be large or run the other way; tested in mouse RAW 264.7 cells; note: potency is the fitted concentration of half-maximal effect; % is set by controls: 0 for no effect and ±100 for the full control effect; nearly all actives have a fitted effect of over 55% in size
Giardia kill: Small Molecules that selectively kill Giardia lamblia: qHTS. hit rate 0.15% among 340,000. activity change, % at 7.66 µM, hits read low. Giardia lamblia trophozoite viability; in the data active = activity change below about -80%; inconclusive = between about -30% and that limit;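 note: parasites exposed to compound for two days anaerobically before the ATP read; % is set by controls: 0 for no effect and ±100 for the full control effect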
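Luminescent ATP signal served as the viability read-out, measured 15-30 min after adding ATP detection reagent to trophozoites that had been incubated with compounds for 48 hrs at 37 deg C anaerobically at 100 cells/well.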
Gal4-VP16 FLuc: VP16 counterscreen qHTS for inhibitors of ROR gamma transcriptional activity; hit rate 3.5% among 310,000; Drosophila S2 Gal4-VP16 UAS-luciferase, luminescence, 20 h; Potency, µM (doses to about 53.6 µM), for inactives: at the top dose activity, negative = inhibition, usual class: inhibitors;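 note: Gal4-VP16 expression switched on by copper sulfate through the metallothionein promoter; potency is the fitted concentration of half-maximal effect; % is set by controls: 0 for no effect and ±100 for the full control effect; nearly all actives have a fitted effect of over 50% in size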
FLuc modulator: qHTS profiling assay for firefly luciferase inhibitor/activator using purifed enzyme and Km concentrations of substrates (counterscreen for miR-21 project) | Luciferin 4-monooxygenase (Photinus pyralis), P08659 | purified FLuc, Km substrates, luminescence inhibition | Potency, µM (top dose mostly 57.5 µM), without a hit: top-dose activity change, negative = inhibition, usual class: inhibitors | hit rate 6.9% among 360,000 | AID 588342, 2011;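 note: potency is the fitted concentration of half-maximal effect; plate controls were vehicle for no effect and reference inhibitor for full effect; nearly all actives have a fitted effect of over 55% in size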
Target sequence (P08659 whole entry, looked up): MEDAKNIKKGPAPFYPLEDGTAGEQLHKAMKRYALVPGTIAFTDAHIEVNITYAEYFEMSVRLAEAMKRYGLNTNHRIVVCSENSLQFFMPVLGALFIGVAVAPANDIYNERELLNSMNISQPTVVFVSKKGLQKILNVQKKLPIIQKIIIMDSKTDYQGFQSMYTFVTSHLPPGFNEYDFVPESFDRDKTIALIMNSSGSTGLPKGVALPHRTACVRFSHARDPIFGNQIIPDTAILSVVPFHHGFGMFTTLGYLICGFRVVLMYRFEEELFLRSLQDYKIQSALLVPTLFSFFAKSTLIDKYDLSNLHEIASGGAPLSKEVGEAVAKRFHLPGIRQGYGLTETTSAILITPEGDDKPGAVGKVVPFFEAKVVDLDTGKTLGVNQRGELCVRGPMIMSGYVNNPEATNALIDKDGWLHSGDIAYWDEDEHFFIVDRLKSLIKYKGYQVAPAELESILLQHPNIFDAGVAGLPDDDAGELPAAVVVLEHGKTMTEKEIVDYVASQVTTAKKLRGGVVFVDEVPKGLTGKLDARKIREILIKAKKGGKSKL
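Biochemical qHTS of compounds, final roughly 60 µM downward over six points, against 10 nM purified firefly luciferase using Km concentrations of substrates (10 uM D-luciferin, 10 uM ATP) in Tris acetate pH 7.5 buffer; luminescence output.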
KCNH2 3.1 block: qHTS for Inhibitors of KCHN2 3.1: Mutant qHTS; Potassium voltage-gated channel subfamily H member 2, brain isoform KCNH2 3.1 (human); U2OS KCNH2 3.1, thallium flux FluxOr; stronger effect = lower value; activity change, % (tested at about 1.8 µM); hit rate 0.95% among 340,000; AID 720553, 2013;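 active = maximum activity change below -70%; inconclusive = maximum activity change from -70% to -50%; inactive = maximum activity change above -50%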;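 note: thallium influx rate constant from kinetic fluorescence after stimulation buffer; % is set by controls: 0 for no effect and ±100 for the full control effect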
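Thallium flux via FluxOr fluorescence (Red40 quencher, 45 min loading) in U2OS cells virally expressing the KCNH2 3.1 isoform (1.77 x 10^8 /mL virus, overnight at 37 C). Rate constants from 2-min kinetic reads post-stimulation, normalised to positive and negative controls.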
Rab9 prom act: qHTS Assay for Rab9 Promoter Activators. Huh7 Rab9 promoter-luciferase reporter, luminescence, 24 h. Potency, µM (titrated, usually from 9.22 µM), for inactives: at the highest dose activation, negative = inhibition, actives largely listed as activators. hit rate 2.8% among 320,000; note: potency is the fitted concentration of half-maximal effect; % of control where 0% means no effect; nearly all actives have a fitted effect of over 60% in size
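Quantitative HTS format; Huh7 Rab9-luciferase reporter cells (1500/well) receive compound 2 h post-plating, incubate 24 h at 37 °C, then get luciferase reagent for 10 min before luminescence reading.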
RORg inh: qHTS for inhibitors of ROR gamma transcriptional activity; Nuclear receptor ROR-gamma (Mus musculus), P51450; Drosophila S2 Gal4-RORgamma UAS-luciferase reporter, 20 h; Potency, µM (top dose mostly 53.6 µM), without a hit: at the top dose activity change, negative = inhibition, most hits filed as inhibitors; hit rate 5.4% among 310,000; note: potency is the fitted concentration of half-maximal effect; % is set by controls: 0 for no effect and ±100 for the full control effect; nearly all actives have a fitted effect of over 60% in size
Target sequence (P51450 whole entry, looked up, the tested form may be a part): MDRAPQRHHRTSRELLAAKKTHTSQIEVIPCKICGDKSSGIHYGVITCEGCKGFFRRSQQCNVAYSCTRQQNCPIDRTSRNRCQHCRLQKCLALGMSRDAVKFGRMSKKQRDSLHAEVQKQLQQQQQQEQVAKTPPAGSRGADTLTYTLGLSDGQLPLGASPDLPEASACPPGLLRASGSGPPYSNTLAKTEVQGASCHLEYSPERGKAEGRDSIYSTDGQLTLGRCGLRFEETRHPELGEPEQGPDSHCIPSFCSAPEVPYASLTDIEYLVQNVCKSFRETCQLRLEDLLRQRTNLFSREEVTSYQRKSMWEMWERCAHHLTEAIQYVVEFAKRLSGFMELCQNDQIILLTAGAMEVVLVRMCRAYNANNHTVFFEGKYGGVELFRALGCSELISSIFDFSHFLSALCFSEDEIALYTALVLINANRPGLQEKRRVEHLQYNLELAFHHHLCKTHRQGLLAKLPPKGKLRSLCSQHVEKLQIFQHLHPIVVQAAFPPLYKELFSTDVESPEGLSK
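Stably transfected Drosophila Schneider cells are the test system, with ROR gamma fused to Gal4 and luciferase under UAS control; luminescence is read after 20 hr of 700 uM copper sulfate induction at ambient temperature.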
ELG1 genotox: qHTS screen for small molecules that induce genotoxicity in human embryonic kidney (HEK293T) cells expressing luciferase-tagged ELG1. HEK293T ELG1-luciferase reporter, luminescence, 16 h. hit rate 1.3% among 330,000. AID 504466, 2011. Potency, µM (titrated, usually from 46 µM), inactives show top-dose activity change, positive = activation, usual class: activators; note: potency is the fitted concentration of half-maximal effect; % of control where 0% means no effect; nearly all actives have a fitted effect of over 60% in size
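Screening used a luciferase reporter fused to human ELG1 in HEK293T cells. Luminescence was read on a CCD plate imager after 16 hr exposure and 30 min ONE-Glo incubation.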
* = called active by the depositor; u = inconclusive; x = no result given; [ ] = remark or other dose. Unless noted, calls come from the whole dose curve; as a rule, active = well fitted curve in the direction sought with a large enough effect; inconclusive = small, poorly fitted or top-dose-only effect, or another doubt; inactive = no such curve, though single readings can be large; an effect the other way counts as inactive or inconclusive.

SMILES	Coupling enz	Tb PFK inh	NPC1 prom act	uPA generation	Giardia kill	Gal4-VP16 FLuc	FLuc modulator	KCNH2 3.1 block	Rab9 prom act	RORg inh	ELG1 genotox
CC(=O)N1c2ccc(S(=O)(=O)N3CCCC(C(=O)Nc4cccc(F)c4)C3)cc2CC1C (centres undefined)	-1.3	-0.2%	-0.9%	1.8%	-2.0	u	1.3%	2.8	-14.2%	u	3.4%
CC(=O)c1cnn(-c2c(Cl)cc(Cl)cc2Cl)c1C	-0.2	0.5%	0.4%	5.3%	-21.0	-0.9%	6.7%	1.6	-3.0%	11.0%	-2.9%
O=C(Nc1ccon1)c1sc2cc(F)ccc2c1Cl	0.4	3.0%	3.16µM*	-4.1%	-17.2	u	u	17.7	2.51µM*	u	u
O=c1cc(NCc2ccccc2)nc2ccccn12	0.3	0.7%	18.2%	-8.3%	5.9	14.2%	-17.2%	45.3	28.0%	44.4%	10.1%
Cc1ccc(S(=O)(=O)CC2CSc3nc(N)cc(=O)n32)cc1 (centres undefined)	1.8	-0.1%	-4.0%	-2.2%	-10.2	5.6%	2.9%	17.4	-2.7%	1.9%	0.5%
Cc1ccc2c(c1)N(C(=O)CCC(=O)NCc1cccnc1)CCO2	2.5	0.4%	0.4%	-9.5%	6.4	-7.2%	0.8%	0.4	-1.1%	2.9%	0.7%
CC(=O)CCC(=O)OCC(=O)c1ccc(C(F)(F)F)cc1	-0.2	0.5%	0.2%	-5.2%	7.5	-0.4%	-28.0%	1.7	1.4%	11.5%	-6.0%
COc1ccc(/C=C(/NC(=O)c2ccc(C)cc2)C(=O)NCC2CCCO2)cc1 (centres undefined)	0.6	4.8%	-3.1%	3.3%	-3.8	9.4%	-1.3%	-5.2	-4.0%	15.5%	-3.4%
CC1CCN(Cc2cc(=O)oc3cc4c(cc23)CCCC4)CC1	1.0	-4.4%	1.5%	-7.0%	u	10.4%	u	29.0	3.3%	-9.4%	7.0%
CN=C1SC(CC(=O)Nc2c(C)cccc2C)C(=O)N1/N=C/c1cccs1 (centres undefined)	-0.2	-0.4%	-0.9%	-1.1%	-9.8	1.8%	-5.5%	3.3	1.3%	-24.6%	-1.1%
COc1cccc(OCCOCCN(C)CCO)c1	3.5	-1.6%	-1.1%	-4.9%	-9.1	-1.9%	6.8%	-1.2	-4.5%	15.6%	-1.7%
Cc1cc(O)c(/C=N/Nc2cccc(Cl)c2)c(=O)o1	0.1	-9.5%	18.5%	1.1%	-9.5	-8.8%	15.1µM*	3.7	1.3%	u	9.8%
Cn1cccc1C(=O)NCc1ccc(Cl)cc1	-2.4	-0.8%	9.8%	1.0%	-8.8	-15.3%	-0.5%	0.9	2.9%	-10.9%	0.5%
O=C(COC(=O)C1(c2ccccc2)CC1)NNC(=O)c1ccccc1	x	-16.7%	1.8%	-2.1%	9.7	x	0.1%	-13.8	-6.2%	x	-2.3%
O=C(CC(NS(=O)(=O)c1ccc(Cl)cc1)c1ccco1)N1CCc2ccccc21 (centres undefined)	-1.8	-3.4%	-0.9%	-3.3%	-2.3	7.5%	0.5%	-4.5	-3.8%	-6.5%	-8.5%
O=c1oc2c3c4c(cc2c2c1CCC2)OCCN4CCC3	-2.3	-0.4%	-6.1%	0.2%	-17.5	3.8%	-12.2%	11.6	-5.2%	2.5%	1.3%
CSc1ccccc1-c1nc(-c2ccncc2)no1	-1.7	1.1%	3.55µM*	-5.1%	-1.1	9.8%	u	4.5	u	-5.8%	u
Cc1c(C)c2cc(Cl)c(O)c(CN(C)C)c2oc1=O	-2.5	-0.5%	0.2%	0.2%	-0.9	-3.5%	5.3%	-1.6	-0.7%	4.8%	0.9%
Cn1c(=O)c(=O)n(C)c2cc(S(=O)(=O)N3CCCCC3)ccc21	0.8	-11.1%	-1.2%	x	22.4	x	2.5%	0.5	-0.2%	-7.8%[0.365 µM]	-3.4%
COc1ccc(O)c(C(=O)c2cnc3c(c2)c(=O)[nH]c(=O)n3C)c1	3.7	1.5%	-0.9%	-7.4%	3.5	1.7%	-7.9%	-1.3	-7.9%	18.1%	-3.1%
C=CCc1cccc(/C=N/NC(=O)CCCNc2ccc(C)cc2)c1O	-7.1	-0.3%	10.1%	-4.6%	-1.8	2µM*	-0.4%	3.6	10.6%	1µM*	15.8%
CCCCOC(=O)C1=C(C)Nc2ncnn2C1c1ccc(OC)c(OC)c1 (centres undefined)	-4.6	-2.1%	2.8%	-1.3%	11.1	5.2%	-1.4%	-4.3	7.6%	-26.5%	3.8%
Cc1nn(-c2ccccc2)c2c1C(c1cccs1)C(C#N)=C(N)O2 (centres undefined)	-4.4	u	1.8%	4.9%	10.7	15.0%	15.1µM*	-16.8	-0.9%	6.0%	-1.8%
CCC1CCCCN1CCCNC(=O)c1ccc2c(=O)n(CCOC)c(=O)[nH]c2c1 (centres undefined)	0.0	2.7%	1.4%	-0.6%	-2.5	-11.3%	1.3%	-6.1	0.2%	-1.8%	0.8%
CCOC(=O)c1[nH]c(C)c(C(=O)Nc2ccc(F)cc2)c1C	5.0	-8.3%	0.6%	-10.4%	39.4[activator]	15.4%	2.9%	4.2	-4.8%	19.1%	21.0%
COc1ccc(/C=C2\COc3ccccc3C2=O)cc1OC	0.8	0.7%	0.3%	-1.9%	11.0	u	13.5µM*	3.7	0.4%	u	-14.4%
CN1C(=O)[C@H]2[C@@H](/C=C/c3ccccc3)N3C(=O)CN(CCO)C(=O)[C@@]3(C)[C@H]2C1=O	-0.7	2.9%	1.9%	-1.7%	47.4[activator]	-1.0%	-0.7%	24.9	-2.7%	-11.3%	0.6%
CC(C)(C)c1ccc(/C=C/C(=O)Nc2nncs2)cc1	-0.7	0.5%	0.794µM*	0.8%	-6.3	3.9%	0.953µM*	-82.7*	0.708µM*	9.4%	2.59µM*
CC(=O)Nc1ccc(NC(=O)COC(=O)Cn2cnc3ccccc32)cc1	x	6.9%	x	-0.1%	6.1	x	x	-2.3	x	x	4.9%
Cc1cc(C(=O)NC(C)c2ccccc2)c2cc(F)ccc2n1 (centres undefined)	1.0	9.1%	0.9%	3.3%	0.3	2.4%	-1.7%	6.1	-1.4%	0.6%	-4.6%
Cc1nnsc1C(=O)NNc1c(Cl)cccc1Cl	-5.4	0.6%	1.5%	2.2%	-2.9	1.3%	-0.8%	2.4	1.0%	0.7%	-1.8%
CCOC(=O)CSc1nnc(Cc2ccccc2)n1CC1CCCO1 (centres undefined)	0.1	-2.8%	-1.9%	x	4.7	1.0%	4.6%	16.3	-6.1%	12.1%	0.5%
CC(Oc1ccc(Cl)cc1)C(=O)Nc1ccccc1C(=O)N1CCOCC1 (centres undefined)	x	1.2%	-1.4%	-0.7%	3.6	0.1%	0.6%	11.1	2.1%	22.1%	0.5%
Cc1ccc(S(=O)(=O)Oc2ccc(/C=N/NC(=O)c3cccnc3)cc2)cc1	-0.9	-1.1%	-0.3%	-4.1%	-3.4	6.5%	-7.0%	8.3	-3.6%	-12.3%	2.6%
CCCCC(=O)Nc1nnc(S(=O)(=O)N(CC)c2ccc(OC)cc2)s1	0.2	0.0%	-4.7%	-6.6%	6.9	-7.9%	-1.7%	21.6	13.0%	-0.7%	-1.8%
Cc1c(CCO)sc[n+]1CC(=O)OCCC12CC3CC(CC(C3)C1)C2	0.7	2.3%	-1.6%	-0.2%	-18.1	-14.5%	0.0%	10.4	1.2%	-13.2%	-1.8%
COc1ccccc1NC(=S)N(Cc1ccco1)Cc1cc2cc(C)c(C)cc2[nH]c1=O	0.1	-1.1%	-21.3%	3.98µM*	-3.9	u	6.7%	-7.4	-19.9%	-3.4%	6.6%
CC(=O)N1CSCC1C(=O)O (centres undefined)	-2.0	10.4%	0.7%	-2.9%	-7.5	1.4%	-2.7%	-35.2	-1.0%	-4.3%	1.7%
